KDM4C inh = inhibitors of GASC-1 (KDM4C) histone demethylase, primary screen, biochemical, single concentration HTS; Lysine-specific demethylase 4C (Homo sapiens), Q9H3R0; 0.15% of 96,000 active; inhibition, % at 12.5 µM; GST-KDM4C 2-372, H3K9me3 peptide, LANCE TR-FRET; AID 720574, 2013;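 active = mean replicate inhibition above about 25%, with at least 55% of replicates also reaching it, limit read from the data, passing the limit was not always enough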
Target sequence (Q9H3R0 2-372 limits assumed): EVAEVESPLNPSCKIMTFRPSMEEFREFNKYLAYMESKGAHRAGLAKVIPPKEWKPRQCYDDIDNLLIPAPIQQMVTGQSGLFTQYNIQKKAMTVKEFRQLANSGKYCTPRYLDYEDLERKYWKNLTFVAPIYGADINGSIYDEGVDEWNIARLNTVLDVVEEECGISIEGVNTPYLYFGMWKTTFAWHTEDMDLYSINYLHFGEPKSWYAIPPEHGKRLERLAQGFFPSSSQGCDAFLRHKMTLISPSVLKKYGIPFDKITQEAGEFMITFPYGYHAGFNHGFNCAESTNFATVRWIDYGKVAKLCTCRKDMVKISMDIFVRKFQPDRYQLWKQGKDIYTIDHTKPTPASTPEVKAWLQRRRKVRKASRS
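Material: GST-tagged GASC-1 (JMJD2C) catalytic fragment, aa 2-372. Input: enzyme final amount 10 nM. Medium: HEPES buffer, pH 7.5, plus ascorbate. Reagent: H3K9me3 peptide substrate, Fe(II), 2-oxoglutarate. Doses: single dose. Times: reaction 30 min RT, detection step 1 h RT. Measured by: LANCE TR-FRET. Evaluation: Fall in 671/618 emission ratio as inhibition.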
Pf Dd2 growth = P. falciparum Dd2 growth inhibitors, primary screen, SYBR Green fluorescence, single dose replicates; 72 h; hits give low values; activity change, % at 10 µM; 2.3% of 94,000 active; AID 1159554, 2015; in the data active = activity change below about -80%
Tcruzi prolif = T. cruzi intracellular proliferation inhibitors, primary screen, cell-based, beta-gal Tulahuen parasites, NIH3T3 host, luminescence; T. cruzi beta-gal in NIH3T3, GalScreen luminescence, 90 h; 5.9% of 77,000 active; inhibition, % at 8.34 µM; AID 624255, 2012;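 active = mean inhibition above about 93%, with at least 55% of replicates each passing it, limit read from the data, passing the limit was not always enough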
C diff growth = C. difficile growth inhibitors, primary screen, HTS; Clostridium difficile clinical isolate growth, OD600, 24 h; hits give low values; growth activity, negative = inhibition, % at 16 µg/mL (by protocol); 0.25% of 86,000 active; AID 1259249, 2017;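 active = mean growth activity at or below -80% and every replicate also at or below -80%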;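 note: 0% = DMSO wells and -100% = levofloxacin 16 µg/mL wells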
* marks the source's active call; other numbers are inactive results; . = no result given.

entry	Compound	Tcruzi prolif	KDM4C inh	Pf Dd2 growth	C diff growth
1	CCCN(C)C[C@@H]1OCCCC[C@H](C)Oc2ccc(NC(=O)CCC(F)(F)F)cc2C(=O)N([C@H](C)CO)C[C@@H]1C	25	0.9	-1	3
2	Cc1nn(C)cc1NC(=O)C[C@@H]1CC[C@@H]2[C@H](COc3ccc(NC(=O)NC(C)C)cc3C(=O)N2C)O1	18	3.6	3	-2
3	COc1ccccc1S(=O)(=O)N[C@H]1CC[C@H](CCNC(=O)C2CCCC2)O[C@@H]1CO	.	-1.6	1	-4
4	COc1ccc2c3c(n(C)c2c1)[C@@H](CO)N(C(=O)CN1CCOCC1)CC31CN(C(=O)C2CC2)C1	.	0.4	-8	-7
5	CO[C@H]1CN(C)C(=O)c2ccc(NC(=O)C3CCC3)cc2OC[C@H](C)N(Cc2ccncc2)C[C@H]1C	9	1.3	.	.
6	C[C@@H]1CN([C@H](C)CO)C(=O)c2cccc(NC(=O)C3CCOCC3)c2O[C@@H]1CN(C)Cc1ccc(Cl)c(Cl)c1	-6	-0.3	-6	1
7	CN1c2ccc(C#Cc3cccnc3)cc2[C@H]2[C@H](CCN2S(=O)(=O)c2ccc(F)cc2)[C@@H]1CO	103*	-0.4	-64	-9
8	COc1ccc(S(=O)(=O)N[C@H]2CC[C@@H](CC(=O)NCCc3ccccc3)O[C@@H]2CO)cc1	.	2.3	-7	-2
9	O=C(Cc1ccncc1)N1CC[C@@H]2[C@H]1c1cc(Br)ccc1N[C@@H]2CO	26	-0.6	-11	1
10	COc1ccc(S(=O)(=O)Nc2ccc3c(c2)C(=O)N([C@H](C)CO)C[C@H](C)[C@H](CN(C)C(=O)Nc2ccccc2)O3)cc1	7	-0.7	30	1
11	COCC(=O)Nc1ccc2c(c1)OC[C@H](C)N(CC1CC1)C[C@@H](C)[C@H](OC)CN(C)C2=O	5	0.1	2	.
12	C[C@H]1CN([C@@H](C)CO)S(=O)(=O)c2ccc(-c3cccnc3)cc2O[C@H]1CN(C)Cc1cncnc1	7	-0.8	1	1
13	CN(C)C(=O)[C@@H]1[C@@H](CO)[C@@H]2Cn3c(ccc(C4=CCCC4)c3=O)[C@H]1N2CCC(F)(F)F	.	-0.7	24	-1
14	COCC(=O)Nc1ccc2c(c1)C(=O)N(C)C[C@@H](OC)[C@@H](C)CN(Cc1cc(F)ccc1F)[C@H](C)CO2	54	-0.9	-34	.
15	CC(C)CC#Cc1ccc2c(c1)O[C@@H](CN(C)C(=O)C1CCCCC1)[C@@H](C)CN([C@H](C)CO)S2(=O)=O	115*	-0.6	-44	-7
16	CCCNC(=O)N1[C@H](C#N)[C@H](c2ccc(-c3cccnc3)cc2)[C@H]1CO	-8	1.0	-79	-4
17	C[C@@H]1CN([C@@H](C)CO)C(=O)c2cc(NC(=O)c3ccccc3)ccc2O[C@@H](C)CCCCO[C@H]1CN(C)C(=O)c1ccncc1	91	0.0	-10	-6
18	O=C(N[C@@H]1C=C[C@@H](CC(=O)N2CCN(c3ccccc3)CC2)O[C@@H]1CO)c1ccccc1	38	0.3	-5	-4
19	Cc1ccc(S(=O)(=O)Nc2cccc3c2O[C@@H](CN(C)C)[C@H](C)CN([C@@H](C)CO)C3=O)cc1	9	8.6	-1	2
20	O=C(NC[C@@H]1[C@@H](c2ccccc2)[C@H](CO)N1C(=O)Cc1ccncc1)C1CCC1	-17	0.3	19	2
21	CCCNC(=O)C[C@H]1CC[C@@H]2[C@H](COc3ccc(NS(=O)(=O)c4ccccc4C)cc3C(=O)N2C)O1	4	-0.5	0	14
22	O=C(C[C@H]1CC[C@H](NC(=O)Nc2cccc(F)c2)[C@H](CO)O1)NCC1CCCCC1	.	-0.6	3	3
23	C[C@@H]1CN([C@@H](C)CO)S(=O)(=O)c2ccc(C3=CCCC3)cc2O[C@@H]1CN(C)Cc1ccncc1	69	3.0	-4	-4
24	C[C@@H]1CN([C@H](C)CO)C(=O)c2cc(NC(=O)Nc3ccc4c(c3)OCO4)ccc2O[C@H]1CN(C)C	-3	0.9	14	1
25	C[C@@H]1CN([C@@H](C)CO)C(=O)Cc2cc(NC(=O)C3CCCCC3)ccc2O[C@H]1CN(C)C(=O)Nc1ccccc1	-29	2.0	-33	-6
26	COCC#Cc1ccc2c(c1)O[C@@H](CN(C)C(=O)Nc1ccc(OC)cc1)[C@H](C)CN([C@@H](C)CO)S2(=O)=O	-84	-1.9	0	-11
27	Cc1noc(C)c1NC(=O)Nc1cccc2c1O[C@H](CN(C)S(=O)(=O)c1ccc(F)cc1)[C@@H](C)CN([C@@H](C)CO)C2=O	70	2.2	13	-6
28	C[C@@H]1CN([C@H](C)CO)C(=O)c2cc(-c3cccc(F)c3)cnc2O[C@H]1CN(C)C(=O)C1CCOCC1	3	2.8	28	-4
29	COc1ccccc1-c1ccccc1[C@H]1[C@H](C#N)N(C(=O)CN(C)C)[C@H]1CO	.	2.0	-7	3
30	O=C(c1ccccn1)N1CC[C@@H]2[C@H](CO)Nc3ccc(C#Cc4ccccc4)cc3[C@@H]21	84	-1.8	2	-15
31	C[C@@H]1CCCCO[C@H](CN(C)C(=O)Nc2cccc3ccccc23)[C@@H](C)CN([C@H](C)CO)C(=O)c2cc(NS(=O)(=O)c3ccc(F)cc3)ccc2O1	27	-1.9	-36	-18
32	CCCC#Cc1ccc2c(c1)O[C@H](CN(C)C(=O)c1ccncc1)[C@H](C)CN([C@H](C)CO)S2(=O)=O	70	-0.1	-25	0
33	C[C@H]1CN([C@@H](C)CO)C(=O)c2cc(-c3cccc(F)c3)cnc2O[C@H]1CN(C)Cc1ccncc1	43	1.6	34	-2
34	Cc1ccc(S(=O)(=O)N(C)C[C@H]2OCCCC[C@@H](C)Oc3ccc(NS(=O)(=O)c4cn(C)cn4)cc3C(=O)N([C@H](C)CO)C[C@@H]2C)cc1	52	-1.0	11	3
35	C[C@@H]1CN([C@@H](C)CO)C(=O)c2cccc(NS(=O)(=O)c3ccc(Cl)cc3)c2O[C@@H]1CN(C)Cc1ccncc1	30	-2.2	5	0
36	C[C@H]1CN([C@@H](C)CO)S(=O)(=O)c2ccc(C#Cc3cccnc3)cc2O[C@H]1CN(C)C	-63	0.8	-9	-3
37	COc1ccccc1C(=O)Nc1ccc2c(c1)OC[C@H](C)NC[C@@H](C)[C@@H](OC)CN(C)C2=O	-55	68*	9	8
38	O=C(Nc1ccc(Cl)cc1)N[C@H]1CC[C@H](CCNS(=O)(=O)c2ccccc2F)O[C@@H]1CO	-26	-0.8	6	3
39	C[C@H]1CN([C@@H](C)CO)C(=O)c2cc(-c3ccncc3)cnc2O[C@H]1CN(C)C(=O)c1ccccc1F	74	5.7	13	-1
40	C[C@@H]1CCCCO[C@@H](CN(C)C(=O)c2ccccc2)[C@H](C)CN([C@@H](C)CO)C(=O)c2cc(NC(=O)Nc3ccccc3)ccc2O1	.	1.5	-77	.
41	C[C@@H]1CCCCO[C@@H](CN(C)S(C)(=O)=O)[C@H](C)CN([C@H](C)CO)C(=O)c2cc(NC(=O)Nc3ccccc3)ccc2O1	68	-0.9	3	2
42	COC(=O)C[C@@H]1C[C@H]2c3cc(NC(=O)Nc4ccccc4F)ccc3O[C@H]2[C@H](CO)O1	21	.	-7	-2
43	C[C@@H]1CN([C@@H](C)CO)C(=O)c2cc(NS(=O)(=O)c3ccc(F)cc3)ccc2O[C@@H](C)CCCCO[C@H]1CN(C)C(=O)CCCN(C)C	.	1.6	45	-1
44	C/C=C/c1ccc([C@@H]2[C@@H](CO)N(C(=O)CC)[C@H]2CNC(=O)CC)cc1	-16	-1.1	17	-1
45	COCC(=O)Nc1ccc2c(c1)C(=O)N(C)C[C@H](OC)[C@@H](C)CN(C(=O)c1ccncc1)[C@@H](C)CO2	-4	2.2	33	-4
46	C[C@H]1CCCCO[C@H](CN(C)C(=O)CCCN(C)C)[C@@H](C)CN([C@@H](C)CO)C(=O)c2cc(NS(=O)(=O)c3cccs3)ccc2O1	.	1.2	41	5
47	C[C@H]1CN([C@@H](C)CO)C(=O)c2cc(NC(=O)NC3CCCCC3)ccc2O[C@@H]1CN(C)C(=O)Nc1ccccc1	36	0.1	-1	3
48	O=C(Nc1ccc(F)cc1)N[C@H]1CC[C@H](CCn2cc(C3(O)CCCC3)nn2)O[C@H]1CO	28	-0.4	-3	5
49	COc1ccc(CN(C)C[C@@H]2Oc3ccc(NC(=O)Cc4cn(C)c5ccccc45)cc3C(=O)N([C@H](C)CO)C[C@H]2C)cc1	33	-0.4	13	-2
50	C[C@@H]1CN([C@@H](C)CO)S(=O)(=O)c2ccc(C#C[C@@H](C)O)cc2O[C@@H]1CN(C)Cc1ccccc1	82	.	-29	19

Remaining list, next part.
entry	Compound	Tcruzi prolif	KDM4C inh	Pf Dd2 growth	C diff growth
51	O=C(C1CCC1)N1CC2(C1)[C@H](c1ccccc1)[C@H](CO)N2C(=O)CC1CC1	.	0.2	16	0
52	N#C[C@@H]1[C@@H](c2ccc(-c3ccc(F)cc3)cc2)[C@@H](CO)N1c1nc(-c2ccccc2)cs1	105*	-3.2	-40	1
53	COc1ccc(S(=O)(=O)N[C@@H]2CC[C@@H](CC(=O)O)O[C@H]2CO)cc1	16	0.8	17	2
54	Cc1noc(C)c1NC(=O)Nc1ccc2c(c1)C(=O)N([C@H](C)CO)C[C@@H](C)[C@@H](CN(C)Cc1ccccc1)OCCCC[C@H](C)O2	56	-0.1	-11	.
55	C[C@H]1CN([C@@H](C)CO)S(=O)(=O)c2ccc(C3=CCCCC3)cc2O[C@@H]1CN(C)Cc1cccnc1	.	3.3	-69	-4
56	C[C@@H]1CN([C@@H](C)CO)C(=O)c2cc(NC(=O)Nc3ccc(C(F)(F)F)cc3)ccc2O[C@H]1CN(C)C	20	1.5	15	1
57	CO[C@@H](CN(C)S(=O)(=O)c1ccc(Cl)cc1)[C@H](C)CN(C(=O)Nc1ccccc1F)[C@@H](C)CO	-94	2.7	-16	.
58	O=C(C[C@@H]1C[C@@H]2c3cc(NC(=O)c4cccnc4)ccc3O[C@@H]2[C@H](CO)O1)NCc1cccc(F)c1	-15	-1.0	8	-2
59	CC(=O)Nc1ccc2c(c1)C(=O)N(C)[C@@H]1CC[C@H](CC(=O)NCc3ccccc3)O[C@@H]1CO2	-2	0.3	1	-1
60	COCC(=O)N1C[C@H]2[C@@H](c3ccccc31)[C@@H](CO)N2C(=O)C1CC1	19	-2.4	21	-4
61	CC(C)NC(=O)Nc1cccc2c1O[C@H](CN(C)Cc1ccccc1)[C@H](C)CN([C@H](C)CO)C2=O	41	-1.2	21	1
62	C[C@H](CO)N1C[C@H](C)[C@@H](CN(C)Cc2ccc(F)cc2)Oc2ncc(C#CCN(C)C)cc2C1=O	33	3.5	-20	0
63	COc1ccc(-c2ccc3c(c2)[C@H]2[C@H](CCN2S(=O)(=O)c2ccc(F)cc2)[C@H](CO)N3C)cc1	.	3.5	-74	3
64	CN1c2ccc(-c3cccc(C#N)c3)cc2[C@@H]2[C@@H](CCN2C(=O)Cc2ccccn2)[C@H]1CO	87	-0.1	-54	-15

Screening data (PubChem)
